NR2F2 inh – NR2F2 (human) inhibition, primary screen | P24468 | HEK293T NGFI-A luciferase reporter, luminescence | inhibition, % at 8.6 µM | 370,000 tested, 0.7% active;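 active means inhibition above a per-plate cutoff, mean inhibition of test wells between control levels plus 3 SD, cut at about 38% in these data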;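 further: cells cotransfected with COUP-TFII expression vector driving the NGFI-A reporter; 0% = median of COUP-TF2 test wells and 100% = reporter-only cells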
SRC3 inh – inhibitors of human steroid receptor coactivator 3 (SRC3); HEK293 GAL4-SRC3 luciferase reporter, luminescence; 360,000 tested, 0.17% active; AID 588352; inhibition, % at 3.6 µM;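 active means inhibition above a per-campaign cutoff, the mean of all compounds plus 3 SD, cut at about 60% in these data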;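 further: 0% = DMSO-treated cells and 100% = gossypol-treated cells at 36 µM; higher means less SRC3-driven luciferase light from the GAL4 reporter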
SRC1 inh – inhibits human SRC1 coactivator | Q15788 | HEK293 GAL4-SRC1 luciferase reporter, luminescence | inhibition, % at 3.6 µM | 360,000 tested, 0.12% active | AID 588354;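 active means inhibition above the campaign mean plus 3 SD, with each screening campaign given its own cutoff, cut at about 60% in these data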;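 further: 0% = DMSO treated cells and 100% = gossypol at 36 µM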
TWEAK-Fn14 inh – TWEAK-Fn14 signaling inhibition. TWEAK-stimulated Fn14 reporter cells, luciferase luminescence, 8 h. inhibition, % at 10 µM. 360,000 tested, 2% active; in the data active means inhibition above about 50%
NOD2 RIPK2 PPI – NOD2-RIPK2 protein interaction inhibition | CHO BLA complementation NOD2-RIPK2, CCF4 ratio | inhibition, % at 4.98 µM | 360,000 tested, 0.38% active | AID 624267; in the data active means inhibition above about 21%;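 further: 0% = vehicle only and 100% = reference blocker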
ABHD5-PLIN5 inh – blocks binding of human ABHD5 to perilipin-5; Q00G26+Q8WTS1; Split G. princeps luciferase complementation, luminescence, 4 h; inhibition, % at 4 µM; 360,000 tested, 0.78% active;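 active means inhibition above the mean inhibition across every tested compound plus 3 SD, cut at about 22% in these data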;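 further: 0% = DMSO only wells and the 100% control is not disclosed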
NR5A2 inv ag – NR5A2 inverse agonism in reporter assay | AID 602396 | inhibition, % at 3.6 µM | 360,000 tested, 0.13% active | HEK293T StAR-luciferase reporter, LRH-1 transfected, 24 h | O00482;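 active means inhibition above the mean inhibition of all tested compounds plus 3 SD, cut at about 73% in these data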;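 further: 0% = DMSO wells and 100% = reporter-only cells lacking LRH-1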
Exocytosis inh – lytic granule exocytosis inhibition. TALL-104 LAMP-1 surface exposure, flow cytometry; cells stimulated with thapsigargin and PMA. inhibition, % at 10 µM. 360,000 tested, 0.66% active;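 active means inhibition above about 55%, limit read from the data; inconclusive means no clear call, values can overlap the other calls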
TLR9-MyD88 inh – TLR9-MyD88 interaction inhibition | AID 504734 | CHO BLA complementation TLR9-MyD88, CCF4 FRET ratio | inhibition, % at 4.98 µM | 340,000 tested, 0.21% active;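 active means inhibition above the mean over all tested compounds plus 3 SD, cut at about 21% in these data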;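 further: 0% = DMSO only wells and 100% = clavulanate BLA inhibitor control wells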
Target sequence (Q99836 whole entry, looked up): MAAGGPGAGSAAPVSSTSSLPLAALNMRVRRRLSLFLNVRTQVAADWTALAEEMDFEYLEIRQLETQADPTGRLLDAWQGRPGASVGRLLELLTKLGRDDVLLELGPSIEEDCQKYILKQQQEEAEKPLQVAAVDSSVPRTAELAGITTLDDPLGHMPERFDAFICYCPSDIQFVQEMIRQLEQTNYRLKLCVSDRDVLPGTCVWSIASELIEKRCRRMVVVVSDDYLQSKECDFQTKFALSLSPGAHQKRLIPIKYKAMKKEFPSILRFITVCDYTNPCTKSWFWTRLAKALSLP
Target sequence (Q9NR96 whole entry, looked up): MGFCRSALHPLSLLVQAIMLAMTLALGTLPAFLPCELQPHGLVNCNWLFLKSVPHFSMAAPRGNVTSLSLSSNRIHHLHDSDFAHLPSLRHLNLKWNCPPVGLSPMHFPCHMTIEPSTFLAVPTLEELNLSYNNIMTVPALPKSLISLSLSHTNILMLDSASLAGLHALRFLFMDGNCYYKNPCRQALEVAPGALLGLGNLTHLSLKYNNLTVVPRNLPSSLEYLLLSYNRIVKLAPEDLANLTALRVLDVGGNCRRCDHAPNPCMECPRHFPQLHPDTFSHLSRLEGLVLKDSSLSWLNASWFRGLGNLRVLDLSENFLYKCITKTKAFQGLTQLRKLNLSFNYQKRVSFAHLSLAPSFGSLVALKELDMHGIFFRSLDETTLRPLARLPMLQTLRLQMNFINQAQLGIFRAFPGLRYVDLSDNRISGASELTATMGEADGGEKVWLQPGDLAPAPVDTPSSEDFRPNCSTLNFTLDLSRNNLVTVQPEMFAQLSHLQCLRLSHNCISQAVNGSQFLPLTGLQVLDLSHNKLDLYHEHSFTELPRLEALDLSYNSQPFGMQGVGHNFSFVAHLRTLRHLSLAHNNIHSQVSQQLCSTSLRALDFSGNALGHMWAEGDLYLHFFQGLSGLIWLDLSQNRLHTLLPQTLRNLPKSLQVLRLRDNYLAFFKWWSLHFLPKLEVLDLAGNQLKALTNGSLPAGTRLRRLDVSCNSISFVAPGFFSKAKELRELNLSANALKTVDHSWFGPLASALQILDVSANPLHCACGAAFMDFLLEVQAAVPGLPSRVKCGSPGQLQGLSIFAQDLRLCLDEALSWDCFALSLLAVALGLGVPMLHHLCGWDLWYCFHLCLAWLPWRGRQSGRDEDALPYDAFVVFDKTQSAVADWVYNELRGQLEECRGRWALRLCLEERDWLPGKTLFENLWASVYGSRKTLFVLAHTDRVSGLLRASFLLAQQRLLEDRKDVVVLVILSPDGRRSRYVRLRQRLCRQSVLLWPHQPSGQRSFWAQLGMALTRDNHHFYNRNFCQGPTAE
TROY NFkB inh – inhibitors of TROY-dependent NF-kB signaling | inhibition, % at 10 µM | AID 1347056 | Q293 LMP1-TROYcd NF-kB luciferase reporter, 4 h | 360,000 tested, 0.98% active;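 active means compounds whose plate-normalised and pattern-corrected inhibition of the luciferase reporter signal at the single screening dose is 50% or more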
NCOA2 inhibitor – human SRC2 (NCOA2) inhibition. inhibition, % at 9 µM. 370,000 tested, 0.17% active. HEK293 GAL4-SRC2 luciferase reporter, luminescence. Q15596. AID 651957;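 active means inhibition above the mean inhibition of all tested compounds plus 3 SD, set per campaign, cut at about 52% in these data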;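 further: 0% = DMSO treated cells and 100% = cells given Gossypol at 36 µM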
* hit, by the source's call; ? = inconclusive; . = not tested or not shown.

SMILES	NR2F2 inh	SRC3 inh	SRC1 inh	TWEAK-Fn14 inh	NOD2 RIPK2 PPI	ABHD5-PLIN5 inh	NR5A2 inv ag	Exocytosis inh	TLR9-MyD88 inh	TROY NFkB inh	NCOA2 inhibitor
CCC1C(c2ccccc2)=CCC(C(=O)O)C1C (stereo not given)	13	11	-3	-7	-30	-2	8	-16	-10	-29	12
CCn1c(SCC(=O)N2CCCCC2)nc2c(c1=O)SC(C)C2 (stereo not given)	2	4	8	1	-3	5	5	-2	6	1	14
N#Cc1ccc(C(=O)CSc2nnc(-c3ccc(C(F)(F)F)cn3)s2)cc1	-6	15	-3	-11	5	-9	2	-3	1	6	-32
COC(=O)C(C)Sc1n[nH]c(=S)s1 (stereo not given)	4	-7	-8	-8	-9	-14	-7	1	3	1	24
CCCCCCNC(=O)O[C@]12C[C@@H](C(=O)OC)[C@@H](C(=O)OC)C[C@@]1(O)CN(S(=O)(=O)c1ccc(C)cc1)C2	19	6	1	3	-3	-14	-18	2	-7	-18	12
Cc1ccc(F)cc1NC(=O)N1c2ccccc2NC(=O)CC1C (stereo not given)	-6	12	-13	-3	-10	-4	-7	-5	-3	-3	-9
COc1cc(-c2nc3cnccn3c2Nc2ccc(C)cc2)ccc1O	-78	-20	-40	-18	-6	4	-19	-3	4	-46	-40
CC[C@]1(C(=O)OC)[C@H]2C(=O)N(Cc3ccccc3)C(=O)[C@H]2[C@H]2CN(C)C(=NCc3ccccc3)N21	.	-9	-6	7	0	0	12	2	-2	14	.
O=C(Nc1ccc2c(c1)OCCO2)c1ccc(Cl)c([N+](=O)[O-])c1	-46	-44	-65	-13	-1	-3	-74	3	4	-28	-40
C=CCOc1ccccc1CN1CCC(Oc2ccc(C(=O)N3CCCC3)cc2)CC1	10	16	-8	-4	-10	3	-1	1	4	7	-1
O=C(CCCN1C(=O)c2ccccc2C1=O)NCc1ccc(F)cc1	10	-20	-4	-26	-8	0	12	1	-6	14	1
CCOCCCN(C(=O)c1snc(C(N)=O)c1N)C(C(=O)NCCC(C)C)c1ccc(F)cc1 (stereo not given)	3	13	13	-12	7	5	-2	2	-2	18	-13
O=C1C(Nc2cccc(O)c2)=C(N2CCCCC2)C(=O)c2ccccc21	-9	-24	-5	4	-8	-15	16	-2	-6	10	-4
CCc1ccc(NC(=O)C2CC=CCC2C(=O)O)cc1 (stereo not given)	4	1	7	-3	8	-2	-2	-2	-2	2	-7
NC(=O)C1CCN(c2ccc(S(=O)(=O)N3CCCCC3)cc2[N+](=O)[O-])CC1	5	-4	3	9	-2	-7	2	-8	-3	2	-19
COc1ccc(OC)c(S(=O)(=O)n2c([N+](=O)[O-])cnc2C)c1	-2	-20	-5	-4	-8	3	17	0	6	-28	15
O=C(COC(=O)/C=C/c1ccco1)Nc1ncc(C(F)(F)F)cc1Cl	0	14	-13	21	-16	3	-13	6	-3	8	-38
O=C(c1cccc([N+](=O)[O-])c1)N1CCOCC1	14	5	2	11	-5	-8	-20	1	-2	6	-13
CN1C(C(=O)NCc2cccc(C(F)(F)F)c2)CC2Cn3c(nc4ccccc43)C21 (stereo not given)	10	1	2	0	1	5	-23	-14	7	-7	3
COc1ccc(OC)c(NC(=O)CN2C(=O)CSc3ccc(S(=O)(=O)N4CCCC4)cc32)c1	-2	-8	-23	-22	-2	54*	-3	0	1	-12	-9
COc1ccc2nc(N/C(N)=N/C(=S)Nc3c(C)cccc3C)nc(C)c2c1	-5	3	21	-24	-9	-11	-14	-2	-4	-28	13
Cc1cc(C)n(-c2ccc(C(=O)OCc3nnc(-c4ccccc4)o3)cc2)n1	-27	-6	-5	-37	-6	-1	-24	-6	-2	0	-18
CC(C)Cc1cc(C(=O)NCc2cccs2)no1	-53	-72	-76	-20	-7	-2	-84	5	8	-57	-31
COc1ccc(S(=O)(=O)N2CCN(C(=O)CCc3c[nH]c4ccccc34)CC2)cc1	5	1	-7	6	-2	-2	14	1	0	-2	23
Cc1ccc(CS(=O)(=O)c2ncc(Cl)c(C(=O)Nc3nnc(C)s3)n2)cc1	4	-10	-47	97*	14	43*	39	?	12	33	64*
O=C(COc1ccc(F)cc1)NC1CC1	0	-3	12	5	1	-8	14	0	4	-4	-11
CCCCN(C(=O)c1nn(C)c(=O)c2ccccc12)c1c(N)n(CCC)c(=O)[nH]c1=O	15	11	2	-1	-3	-6	6	0	2	-6	-11
CCCCN1C(=O)C(CC(=O)NCCCN(C)C)CC(C(=O)N(C(C)C)C(C)C)=C1C (stereo not given)	-16	.	.	0	2	-1	-16	0	.	8	-36
COc1cccc(CNS(=O)(=O)c2cc3c(cc2C)n(C)c(=O)c(=O)n3C)c1	8	3	-19	6	-10	0	2	2	9	-4	-13
CCCNC(=O)c1cc(C2CCCCN2C(=O)c2cccs2)on1 (stereo not given)	-1	-22	-7	-25	0	-2	1	-2	.	8	-30
C/C(NC(=O)c1ccccc1F)=C1\C(=O)C[C@@H]2[C@H]1C2(C)C	-13	-43	-65	-11	-7	-6	-89	-5	-3	-39	-24
O=C1C=C(c2cnc3ccccc3c2)C[C@@H](c2ccc3c(c2)OCO3)C1	-16	-7	-23	-12	0	-9	-28	9	-1	-20	-20
CNC(=O)NC(=O)C(C)OC(=O)c1c2c(nc3ccccc13)/C(=C/c1cccs1)CC2 (stereo not given)	46*	10	7	0	56*	5	-27	32	51*	-3	11
CCN=C1S/C(=C\c2ccc(OCC)c(OC)c2)C(=O)N1CC	-2	-2	7	20	2	-4	-4	-1	1	2	-6
Cc1nc(SC(C)C(=O)NCc2ccc3c(c2)OCO3)nc(C)c1C (stereo not given)	2	-16	9	9	9	3	2	-1	1	7	0
O=C(c1cccc(Cl)c1)N(Cc1ccco1)C1CCS(=O)(=O)C1 (stereo not given)	-6	14	9	1	-8	-3	-22	-2	4	5	-3
CC1CCCCN1CCNC(=O)CCc1nnc2n(Cc3ccccc3)c(=O)c3ccccc3n12 (stereo not given)	-27	1	-19	2	-3	-3	-3	-3	1	5	-10
COc1cc(C(=O)Nn2c(C)nc3ccccc3c2=O)cc(OC)c1OC	19	-16	-2	-28	6	-4	3	-3	-7	-4	4
CCOC(=O)c1c(NC(=O)c2ccccc2Br)sc2c1CCc1ccccc1-2	20	-4	0	5	-1	-11	7	-4	3	-15	-17
Oc1c(C(c2cccs2)N2CCOCC2)sc2ncnn12 (stereo not given)	-6	3	1	15	4	7	-4	0	-1	1	0

Compound profiles, as listed above. Screens in order: NR2F2 inh	SRC3 inh	SRC1 inh	TWEAK-Fn14 inh	NOD2 RIPK2 PPI	ABHD5-PLIN5 inh	NR5A2 inv ag	Exocytosis inh	TLR9-MyD88 inh	TROY NFkB inh	NCOA2 inhibitor
Listed for COc1ccc2nc(N/C(N)=N/C(=S)Nc3c(C)cccc3C)nc(C)c2c1 = -5	3	21	-24	-9	-11	-14	-2	-4	-28	13
Listed for O=C(c1cccc([N+](=O)[O-])c1)N1CCOCC1 = 14	5	2	11	-5	-8	-20	1	-2	6	-13
Listed for O=C(COC(=O)/C=C/c1ccco1)Nc1ncc(C(F)(F)F)cc1Cl = 0	14	-13	21	-16	3	-13	6	-3	8	-38

Next part.
SMILES	NR2F2 inh	SRC3 inh	SRC1 inh	TWEAK-Fn14 inh	NOD2 RIPK2 PPI	ABHD5-PLIN5 inh	NR5A2 inv ag	Exocytosis inh	TLR9-MyD88 inh	TROY NFkB inh	NCOA2 inhibitor
Cc1ccccc1-c1nc(CS(=O)(=O)CC(=O)NCCN2CCCC2)c(C)o1	-26	-19	-1	-9	-1	1	-20	-1	-4	0	-14
CC12CCC(C(=O)Nc3ccc(Cl)cc3)([C@H](Br)C1=O)C2(C)C (stereo not given in full)	18	0	-10	0	-9	0	-6	-1	.	-16	-17
Cc1cc(C)c2c(c1)c(C)cc1nnc(SCC(=O)NCc3ccco3)n12	1	5	-10	15	-3	10	10	-1	-1	8	-12
COc1cc(CN2CCCC(C(=O)c3ccc(C(C)(C)C)cc3)C2)cc(OC)c1O (stereo not given)	4	-5	-9	14	-2	2	-28	4	2	11	-29
Cn1cccc1C(=O)NC(=O)COC(=O)CNC(=O)c1ccc(Cl)cc1Cl	.	9	-3	13	8	-4	-2	-2	-1	7	.
Cc1ccc(Nc2ncnc(N)n2)cc1C	3	-4	-9	27	-4	-3	-15	1	-9	-31	2
Cc1nn(Cc2ccccc2)c2ncccc12	19	-8	4	10	-5	-6	-6	-5	2	12	-1
CN(C)CCN(C(=O)C1CCN(S(=O)(=O)c2cccs2)CC1)c1nc2ccc(F)cc2s1	-25	-20	-42	-6	-6	3	-37	-5	-6	-8	-56
Cc1ccc(CNC(=O)CCCn2c(=O)c3ccccc3n(CC(=O)NCc3ccco3)c2=O)cc1	-10	-8	1	-8	8	1	-18	5	-11	6	14
Brc1ccc(/C=N/N2CCN(C3c4ccccc4-c4ccccc43)CC2)s1	2	4	0	-16	-4	-3	4	-3	-4	3	-16
CC(=O)N1N=C(C)CC1c1ccc(O)cc1 (stereo not given)	-6	-3	4	8	4	-11	7	0	-5	-10	-9
Cc1cc(-c2nnc(CCC(=O)N3CCN(Cc4cccc(F)c4)CC3)o2)c(C)o1	-15	-10	-40	-16	-8	-7	-24	0	-4	-3	-5
O=C(c1cccc([N+](=O)[O-])c1)N1CC2C3C=CC(C3)C2C1 (stereo not given)	1	-13	2	1	7	-6	1	7	4	1	2
COc1cc(C(=S)N2CCCCC2)ccc1OCC(=O)Nc1ccc(F)cc1	10	-12	-2	6	-6	-10	-32	0	-11	-23	0
O=C(COc1cccc(Cl)c1Cl)NC1CC1	6	0	1	-9	-7	-3	-2	8	-10	-22	-8
COc1ccc(NC(=O)c2cc3ccc(O)cc3o/c2=N\O)cc1	-22	-84	-89	-31	0	11	-126	66*	4	-41	-78
CC(=O)Nc1ccc(S(=O)(=O)NCC(=O)OCc2cc(=O)oc3ccc4ccccc4c23)cc1	-9	0	-16	-23	-9	1	-22	-1	-9	-26	-48
C[C@H](NC(N)=O)C(=O)Nc1ccc(N2CCOCC2)c(S(=O)(=O)Nc2ccc(Cl)cc2)c1	11	3	-32	13	3	4	-1	-4	-2	6	11
CCOC(=O)C1CCN(S(=O)(=O)c2ccc(OC)c(OC)c2)CC1	-7	-4	3	-8	-9	7	5	-2	15	-13	-8
CC(=O)Nc1ccc(S(=O)(=O)N2CCN(c3nc(NC4CCCC4)c4ccccc4n3)CC2)cc1	-6	19	7	-33	-2	15	11	55	4	-11	14
O=C(CN(Cc1ccccc1)C(=O)c1csnn1)NCc1ccc2c(c1)OCO2	10	9	7	32	-3	8	22	3	-2	-19	-56
O=C1C2C3CCC(C3)C2C(=O)N1Cc1ccccc1 (stereo not given)	-17	-3	2	13	0	-3	12	-9	-5	1	10
CCOc1ccc(NC(=O)N2CCC(NC(=O)C(Cc3cccc(F)c3)NC(C)=O)CC2)cc1 (stereo not given)	0	-20	2	10	6	-6	11	-23	2	-9	7
O=c1[nH][nH]c2c1[C@H](CCc1cccc(Cl)c1)O[C@H](C1CCCC1)C2	5	.	.	11	10	-14	-25	6	.	4	10
CCOC(=O)N1CCN(C(=O)c2ccc(NS(C)(=O)=O)cc2)CC1	8	14	-11	17	8	2	7	0	-9	-2	-25

From PubChem BioAssay

The list is partial, so the mix of outcomes need not match the whole.
